NCI-60 one-dose screen, 48 h, at 10 µM unless noted. Numbers give growth in % (100 = growth as untreated, 0 = no growth, -100 = all killed).
UO-31 = UO-31 renal cancer. 81,000 tested, 5.2% active
A498 = A498 renal cancer cells | 76,000 tested, 5.4% active
786-0 = 786-0 renal cancer cells | 81,000 tested, 5.1% active | AID 1794775
RXF 393 = RXF 393 renal cancer cells; AID 1794773; 77,000 tested, 6.9% active
ACHN = ACHN renal cancer. 81,000 tested, 4.9% active
CAKI-1 = CAKI-1 renal cancer. 75,000 tested, 4.7% active. AID 1794772
TK-10 = TK-10 renal cancer cells; 81,000 tested, 3.9% active; AID 1794769
SN12C = SN12C renal cancer cells | 81,000 tested, 3.8% active | AID 1794767
* hit, by the source's call; x = no result given; & = joins results of further samples; ! = not confirmed by another sample. The calls were made as follows: active = growth percent below 10; inactive = the rest.

#	structure	UO-31	A498	786-0	RXF 393
1	CCN(CC)CCNc1ccc(C)c2sc3ccccc3c(=O)c12 (tested in a mixture with another compound)	2.7*	75.7&102.0	37.3&33.7	-9.2*!
2	COc1ccc(/C=C2\SC(=O)N(CC(=O)Nc3ccc(C(=O)/C=C/c4cc5ccccc5nc4Cl)cc3)C2=O)cc1	71.4	75.5	92.7	95.1
3	O=c1cc(-c2ccc3c(c2)OCCO3)oc2cc(Cl)ccc12	-72.2*	9.0*	-42.8*	55.6
4	Cc1ccc(S(=O)(=O)N/N=C2\C(=O)C3CCC2C3Cl)cc1 (configuration not stated)	74.3	100.9	103.4	105.0
5	C[C@H]1C(=O)C23CCC1C[C@@]21O[C@@H]2C(C)(C)C=CC(=O)C23COC1=O	81.5	92.0	108.8	108.0
6	O=c1[nH]c2ccccc2c(-c2ccccc2)c1O	63.9	103.6	102.7	109.7
7	NS(=O)(=O)c1ccc(Nc2nc(SCC(=O)c3ccc(Br)cc3)nc3c2CCC3)cc1	90.5	67.0	100.4	98.1
8	COc1cccc(-n2cc(C#N)c(N)c2C(=O)c2ccc(Br)cc2)c1	75.1	x	101.1	92.4
9	O=C1c2ccc3c4ccc5c6c(ccc(c7ccc(c2c37)C(=O)N1CCC[P+](c1ccccc1)(c1ccccc1)c1ccccc1)c64)C(=O)N(CCC[P+](c1ccccc1)(c1ccccc1)c1ccccc1)C5=O	80.7	78.1	91.2	95.0
10	O=C1C(Cl)=C(NCCCO)C(=O)c2ccccc21	95.0&87.8	102.5&83.9	112.8&124.2	126.8&134.0

#	ACHN	CAKI-1	TK-10	SN12C
1	10.4&16.7	29.9&22.4	50.0&23.1	36.4&35.1
2	97.8	88.5	96.4	90.0
3	-70.1*	4.0*	-78.2*	26.0
4	97.5	101.0	107.9	88.5
5	104.4	100.7	98.9	103.1
6	97.0	x	132.2	99.1
7	84.3	76.6	116.0	95.3
8	96.2	81.7	96.9	94.2
9	104.0	0.7*	141.0	70.5
10	92.8&99.6	112.2&89.4	130.7&137.9	102.1&98.3

Further records follow:
#	structure	UO-31	A498	786-0	RXF 393
11	[O-][n+]1onc(-c2ccccc2)c1COc1ccc(Nc2ncnc3c2cnn3-c2ccc(Br)cc2)cc1	84.7	94.0	96.1	118.8
12	O=C(Nc1ccc(S(=O)(=O)Nc2ccccn2)cc1)Nc1ccc(F)c(C(F)(F)F)c1	80.1	105.6	105.5	106.3
13	O=C(NCc1ccco1)Nc1ccc([N+](=O)[O-])cc1	99.9	93.9	85.4	111.4
14	O=c1cc(C2=NCCc3c2[nH]c2ccccc32)c2ccc3ccccc3c2o1	59.6	88.2	98.1	108.2
15	CC(=O)NC1CCC(OC(=O)Nc2ccccc2)CC1 (configuration not stated)	88.9	86.6	109.6	129.8
16	COc1ccc(Cn2cc3c(c2-c2cc(OC)c(OC)c(OC)c2)CCCc2cnoc2-3)cc1OC	67.0	x	92.0	111.7
17	Cc1cc(C)c(CCO)c(C)c1	91.0	90.9	105.6	121.8
18	COc1cc(-c2nn(C(=O)NS(=O)(=O)c3ccccc3)cc2-c2ccncc2)ccc1Cl	69.7	60.3	71.4	63.0
19	CC(=O)N1C(=S)NC(C)=C(C(=O)OC(C)C)C1c1ccc2c(c1)OCO2 (configuration not stated)	91.3	114.4	101.6	110.8
20	CC(=O)OCC(C)(C)[N+](C)(C)C	99.7	88.2	100.1	110.1

#	ACHN	CAKI-1	TK-10	SN12C
11	103.2	82.1	106.8	96.4
12	105.5	x	104.6	98.2
13	106.8	98.4	103.5	99.9
14	88.1	70.1	137.7	78.1
15	130.1	111.1	110.3	95.9
16	81.7	45.0	123.6	81.8
17	96.2	103.1	101.7	92.8
18	80.3	84.8	83.0	82.4
19	105.6	97.2	102.7	93.1
20	111.9	100.7	101.2	108.3

Further structures follow.
#	structure	UO-31	A498	786-0	RXF 393
21	COC(=O)/C=C/CNC(=O)c1ccc(C(=O)/C=C\C(C)=O)cc1	90.2	101.2	94.9	104.3
22	Nc1ccccc1NC1CCN(Cc2ccccc2)CC1	70.9	x	96.6	107.6
23	N#Cc1c(-c2ccccc2)nc(SCC(=O)N2CCOCC2)[nH]c1=O	71.9	93.5	100.3	117.0
24	CCSC(=S)NC(=O)c1ccccc1	94.6	85.7	105.6	112.4
25	COc1ccc(-c2ccnc3c2c(-c2ccccc2)nn3-c2ccccc2)cc1	100.0	103.0	103.6	106.1
26	COc1ccc(OC)c(/C=C2\N=C(c3ccccc3)N(c3ccc(-c4nc5ccc(C)cc5s4)cc3)C2=O)c1	30.1	78.6	69.4	82.3
27	CCOC(=O)/C(C#N)=C\N(C)C	84.2	106.8	92.9	105.6
28	CCNC(=O)c1[nH]cc(-c2ccc(OC)cc2)c1-c1cc(OC)cc(OC)c1	77.4	91.1	95.6	x
29	Nc1nc(N)c2c(n1)NC(c1cccc(Nc3ccnc4cc(C(F)(F)F)ccc34)c1)CC(c1ccc(Br)cc1)=N2 (configuration not stated)	62.2	77.1	68.9	40.7
30	Cn1cc(-c2nc(N)nnc2-c2c[nH]c3ccc(Br)cc23)c2cc(Br)ccc21	54.1	18.3	51.1	39.8

#	ACHN	CAKI-1	TK-10	SN12C
21	100.4	95.7	78.8	98.7
22	101.6	88.5	x	x
23	98.5	94.1	110.5	99.1
24	116.2	103.1	105.2	110.0
25	94.8	89.0	107.5	94.4
26	59.0	39.4	87.7	55.3
27	108.7	97.1	108.9	103.8
28	67.3	59.9	115.4	85.4
29	82.0	48.6	96.8	63.0
30	52.0	40.3	98.0	44.7

Other results:
#	structure	UO-31	A498	786-0	RXF 393
31	COc1cccc2occ(/C=N/N=c3/sc(C(C)=O)nn3-c3ccc(Cl)cc3)c(=O)c12	71.8	110.2	107.2	104.8
32	COc1ccc(/C=C(\C#N)n2nnc3ccccc32)cc1	33.2	x	7.4*	-39.3*
33	COc1ccc(-c2cc(-c3nnc(SCC(=O)Nc4ccc(/C(C)=N\O)cc4)n3-c3ccccc3)c3ccccc3n2)cc1	56.7	76.1	92.4	85.8
34	Cc1ncc(CO)n1C	98.8	126.7	113.5	120.8
35	O=C1Nc2ccccc2/C1=C/c1cccn1CCCCCn1c2ccccc2c(=O)c2ccccc21	49.3	108.1	104.5	89.2
36	C#C[C@]1(O)CC[C@H]2[C@@H]3CC=C4c5sc(C)nc5CC[C@]4(C)[C@H]3CC[C@@]21C	112.8	94.9	93.6	93.2
37	COc1ccc(-c2nc(N=Nc3c(O)[nH]c4ccc(Br)cc34)[nH]c(=O)c2C#N)cc1OC	76.7	x	97.5	105.1
38	CCOP(=O)(Cc1c(Cl)c(Cl)c(CP(=O)(OCC)OCC)c(Cl)c1Cl)OCC	92.9	98.6	108.1	122.9
39	CC(=O)O[C@H]1[C@H](CC#CC#CC[C@@H]2C[C@]3(C)[C@H]4CC=C5[C@H]6[C@@H](C)[C@H](C)CC[C@]6(C(=O)NCCCCCCCCN)CC[C@@]5(C)[C@]4(C)CC[C@H]3C(C)(C)[C@H]2OC(C)=O)C[C@]2(C)[C@H]3CC=C4[C@H]5[C@@H](C)[C@H](C)CC[C@]5(C(=O)NCCCCCCCCN)CC[C@@]4(C)[C@]3(C)CC[C@H]2C1(C)C	73.7	118.5	103.2	94.6
40	O=C(CSc1nccc(Nc2ccc(N3CCOCC3)cc2)n1)c1ccc(Cl)cc1	74.4	87.2	101.1	93.7

#	ACHN	CAKI-1	TK-10	SN12C
31	97.7	87.0	114.9	101.5
32	23.0	25.0	44.0	18.9
33	81.7	x	84.1	86.1
34	110.0	111.6	121.2	114.5
35	55.1	65.9	93.8	97.1
36	103.0	96.0	117.4	101.6
37	94.2	97.3	107.1	99.7
38	102.5	99.3	106.8	95.6
39	119.2	100.6	144.9	97.8
40	89.9	76.7	115.4	94.2

Next entries
#	structure	UO-31	A498	786-0	RXF 393
41	COc1ccc(/C(C)=N/N=C2C(=O)Nc3c(F)cccc32)cc1S(N)(=O)=O	92.8	99.7	95.8	78.0
42	CC(=O)Nc1ccc2c(c1)-c1ccc(F)cc1C2=O	75.7	x	110.5	111.9
43	CC1CC(=O)N(CCc2ccccc2)C(=O)C1	102.0	108.8	98.5	124.9
44	O=C1c2c(O)cc(O)cc2O[C@@H](c2ccc(O)cc2)[C@@H]1c1c(O)cc(O)c2c(=O)cc(-c3ccc(O)c(O)c3)oc12	97.3	119.6	100.3	112.4
45	O=C(COc1cc(O)c2c(=O)cc(-c3ccccc3)oc2c1)Nc1ccccn1	88.4	113.7	95.9	121.2
46	CC1=CC(c2cccc(Cl)c2)C(=O)/C1=C\c1cn(CCCn2cc(/C=C3/C(=O)C(c4cccc(Cl)c4)C=C3C)c3ccccc32)c2ccccc12 (configuration not stated)	77.4	100.8	98.6	101.4
47	O=C(CCC(=O)OCCOc1ccccc1)OCCOc1ccccc1	103.1	x	112.4	104.4
48	O=C1/C(=C/c2ccc(F)cc2)CNc2ccccc21	75.7	92.7	89.5	108.8
49	Oc1cccnc1CN1CCCC1	92.1	108.5	x	115.8
50	COc1ccc(-c2n[nH]nc2-c2cc(OC)c(OC)c(OC)c2)cc1	44.3	-12.9*	16.9	33.3

#	ACHN	CAKI-1	TK-10	SN12C
41	101.0	84.3	99.0	x
42	94.8	95.3	138.7	96.5
43	105.8	107.6	107.1	99.9
44	85.0	x	x	104.8
45	82.4	85.8	109.3	82.9
46	99.8	90.6	115.2	104.3
47	106.7	69.5	119.3	98.6
48	95.4	88.6	92.2	99.9
49	105.4	97.0	110.8	97.6
50	41.2	27.6	x	25.0

Next part.
#	structure	UO-31	A498	786-0	RXF 393
51	COc1ccc(C(=O)NCCOc2ccc3c(c2)CCCC(=O)N3)cc1	83.7	99.4	103.5	108.4
52	Clc1cnc(OC2CCC2)nc1-n1cnc2ccccc21	61.2	x	105.1	59.4
53	CSCC[C@@H]1C(=O)N(C)[C@H](C(C)(C)C)N1C(=O)c1ccccc1	90.4	125.6	105.9	110.7
54	N#Cc1ccccc1-c1ccc(CN2C(=O)Cc3cc(CCn4ccnc4)c(Cl)cc32)cc1	67.5	86.9	108.5	107.3
55	N#Cc1nc2ccccc2n1OCc1ccccc1	96.3	99.7	99.7	116.9
56	c1coc(CNc2ccnc(Nc3ccc(OCCN4CCCC4)cc3)n2)c1	73.1	66.2	92.8	68.5
57	CC(=O)O[C@H]1C[C@@]2(C)[C@@H](C[C@@H](O)[C@H]3[C@@]4(C)CC[C@H](N5CCCC5)[C@@H](C)[C@@H]4CC[C@@]32C)/C1=C(\CCC=C(C)C)C(=O)O	81.2	104.5	105.5	98.9
58	Nc1cc(Br)c(O)c(Br)c1	90.2	75.5	105.1	104.4
59	O=Nc1ccc(Nc2ccccc2)cc1	53.9	87.2	80.0	86.5
60	CC(=O)Oc1cc2ccccc2cc1C(C)C	88.7	81.0	100.8	101.8

#	ACHN	CAKI-1	TK-10	SN12C
51	98.7	93.4	106.5	103.5
52	88.0	66.5	114.4	103.8
53	110.3	100.1	106.4	103.8
54	96.0	91.2	123.0	94.4
55	106.7	101.3	98.5	100.5
56	98.1	88.1	108.2	72.4
57	102.5	91.6	95.1	98.4
58	92.6	96.5	125.0	94.9
59	41.5	66.1	115.8	95.6
60	97.4	106.4	x	111.2

An excerpt from further up:
#	structure	UO-31	A498	786-0	RXF 393
51	COc1ccc(C(=O)NCCOc2ccc3c(c2)CCCC(=O)N3)cc1	83.7	99.4	103.5	108.4
52	Clc1cnc(OC2CCC2)nc1-n1cnc2ccccc21	61.2	x	105.1	59.4
53	CSCC[C@@H]1C(=O)N(C)[C@H](C(C)(C)C)N1C(=O)c1ccccc1	90.4	125.6	105.9	110.7
54	N#Cc1ccccc1-c1ccc(CN2C(=O)Cc3cc(CCn4ccnc4)c(Cl)cc32)cc1	67.5	86.9	108.5	107.3

#	ACHN	CAKI-1	TK-10	SN12C
51	98.7	93.4	106.5	103.5
52	88.0	66.5	114.4	103.8
53	110.3	100.1	106.4	103.8
54	96.0	91.2	123.0	94.4

Going on with the list:
#	structure	UO-31	A498	786-0	RXF 393
61	CCCCCN(CCCCC)C(C)C(=O)c1cc(C)c2ccc3cc(C(C)C)ccc3c2c1 (configuration not stated)	70.4	74.9	99.6	93.6
62	CC(C)CC(=O)Oc1ccc(Cl)cc1	93.9	72.5	92.8	106.5
63	Cc1ccc([N+](=O)[O-])c(C)c1	78.4	106.0	107.4	105.2
64	COc1ccc(C2(O)N=C3N=CC=C4c5ccccc5N=C2N43)cc1 (configuration not stated)	59.1	88.3	97.3	97.1
65	CC(C)c1cccc(O)c1O	75.4	92.0	105.7	102.3
66	Cc1cc(N=Nc2ccccc2)ccc1O	43.0	105.3	86.3	97.1
67	COc1ccc(OC)c(C(=O)c2ccc([N+](=O)[O-])cc2)c1	60.4	121.1	97.6	109.3
68	CCOC(=O)c1cc2c(n1C)-c1nc(N)sc1CCC2	45.6	74.3	86.3	84.8
69	CCOC(=O)c1noc2c1CCc1c-2cn(Cc2ccc(OC)cc2)c1-c1ccccc1	70.7	108.4	88.0	109.4
70	N#Cc1c(Nc2ccc(Cl)cc2)nn2cc(-c3nc4ccccc4s3)c(N)nc12	86.0	x	99.2	102.6
71	Cc1ncnc(N)c1CCCNc1ccccc1	90.7	85.4	104.5	114.2
72	COc1ccc(/C=C/C(=O)c2ccc(NC(=O)CSc3nnc(-c4ccccc4)o3)cc2)cc1OC	91.4	98.0	100.5	112.4

#	ACHN	CAKI-1	TK-10	SN12C
61	102.0	97.9	112.2	86.2
62	106.9	96.0	91.7	x
63	100.5	88.9	106.8	92.6
64	79.5	93.9	100.1	86.4
65	100.5	x	98.3	95.0
66	96.4	82.0	100.5	79.9
67	103.5	101.9	115.7	97.3
68	90.2	81.9	141.6	74.8
69	x	x	89.4	101.0
70	99.7	90.0	131.5	97.8
71	101.7	108.2	96.0	106.0
72	x	x	98.8	89.3

Screening data (PubChem)
